UDG counter: counter-screen for AID inhibitors: uracil-DNA glycosylase inhibition | FRET deamination/UDG coupled assay, UDG read, 4 h | Potency, µM (highest dose often 115 µM), inactives show at the highest dose activity change, negative = inhibition, actives largely listed as inhibitors | 0.14% of 91,000 active | AID 1347430; also: nearly all actives have a fitted effect of over 65% in size
AID inh: activation induced cytidine deaminase inhibition | 0.32% of 91,000 active | AID deamination FRET fluorescence, UDG-coupled, 4 h | Q9GZX7 | Potency, µM (titrated, usually from 115 µM), for inactives: at the top dose activity change, negative = inhibition, actives largely listed as inhibitors; also: nearly all actives have a fitted effect of over 25% in size
Target sequence (Q9GZX7 whole entry, looked up): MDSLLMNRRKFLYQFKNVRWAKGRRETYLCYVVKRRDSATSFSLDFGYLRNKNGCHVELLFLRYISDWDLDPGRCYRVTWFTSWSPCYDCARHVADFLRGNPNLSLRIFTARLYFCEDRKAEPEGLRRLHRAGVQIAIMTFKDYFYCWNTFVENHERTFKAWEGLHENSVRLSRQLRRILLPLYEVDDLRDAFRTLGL
* hit, by the source's call; ? = inconclusive; [ ] = remark or other dose. Calls follow the shape of the dose curve; as a rule, active = well fitted curve in the direction sought with a large enough effect; inconclusive = small, poorly fitted or top-dose-only effect, or another doubt; inactive = no such curve, though single readings can be large; an effect the other way counts as inactive or inconclusive. % is scaled to controls: 0 for no effect and ±100 for the full control effect; potency is read from the fitted curve at half-maximal effect. Not all compounds are listed; rates above refer to the full screens.

SMILES	UDG counter	AID inh
CN1CCN(CCCCNC(=O)c2cccc(C#N)c2)CC1	-4.1%	3.9%
CCN(CC)S(=O)(=O)c1ccc2c(c1)N(CC(=O)N1CCN(c3ccc(F)cc3)CC1)C(=O)CO2	-3.4%	-9.8%
N#Cc1ccc(Oc2ccc(C#N)cc2)cc1	-1.9%	-6.0%
CCCn1c(NCc2c[nH]c3ccccc23)nc2ccccc21	-11.2%	-18.6%
COc1cccc(NC(=O)CCN2CCN(CCO)CC2)c1	12.0%	51.5%[activator]
COc1cccc(-c2c(NC(=O)c3ccccc3)oc3ccccc3c2=O)c1	3.4%	-10.3%
CC(Sc1ccc2c(c1)CCC2)C(=O)NC1CC1 (configuration not stated)	-2.1%	-4.5%
O=C(CN1C(=O)CCSc2ccc(S(=O)(=O)N3CCCC3)cc21)Nc1cccc(Cl)c1	-1.1%	-20.5%
Cc1ccc(N/N=C/c2ccc(F)c(F)c2)cc1Cl	-11.3%	-5.7%
Cc1ccc2c(CNCCc3ccc(Cl)cc3)c(C(=O)O)n(Cc3ccc(F)cc3)c2c1	2.0%	13.1%

Given in CSV form: entries from further up
SMILES,UDG counter,AID inh
CCN(CC)S(=O)(=O)c1ccc2c(c1)N(CC(=O)N1CCN(c3ccc(F)cc3)CC1)C(=O)CO2,-3.4%,-9.8%
N#Cc1ccc(Oc2ccc(C#N)cc2)cc1,-1.9%,-6.0%
CCCn1c(NCc2c[nH]c3ccccc23)nc2ccccc21,-11.2%,-18.6%

Continued:
SMILES	UDG counter	AID inh
COC(=O)c1[nH]c2ccc(F)cc2c1NC(C)=O	6.7%	7.6%
CCOC(=O)N1CCc2c(sc(NCc3cccs3)c2C(=O)Nc2ccc(OC)cc2OC)C1	-27.9%	?
CCCCn1c(N)c(N(C)C(=O)c2cc(-c3ccncc3)nc3ccccc23)c(=O)[nH]c1=O	2.8%	4.3%
C/C(=N\NC(=O)C1CC1c1ccccc1)c1ccc2c3c(cccc13)CC2 (configuration not stated)	-16.6%	?
CCOC(=O)C1CCCN(C(=O)Cn2ncc3c4ccccc4n(C)c3c2=O)C1 (configuration not stated)	-13.0%[57.5 µM]	5.8%
CCN(C(=O)CCc1nc(-c2ccc(C)cc2)no1)c1cccc(Cl)c1	-15.1%	?
CCC(C)NC(=O)c1cc(-c2ccccc2)nc2ccccc12 (configuration not stated)	-2.4%	-4.5%
CCOC(=O)c1c(S(=O)(=O)N2CCCC(C(=O)Nc3ccc(C)cn3)C2)c(C)n(C)c1C (configuration not stated)	-3.7%	-2.4%
Cn1ncc2c(N3CCN(c4ccc(F)cc4)CC3)ncnc21	4.4%[57.5 µM]	-4.8%
O=C(NC1CCCCC1)c1ccc2c(Cl)c3c(nc2c1)CCC3	9.5%	-2.2%

Rewritten as labelled records: entries from further up.
> COC(=O)c1[nH]c2ccc(F)cc2c1NC(C)=O
  UDG counter: 6.7% | AID inh: 7.6%
> CCOC(=O)N1CCc2c(sc(NCc3cccs3)c2C(=O)Nc2ccc(OC)cc2OC)C1
  UDG counter: -27.9% | AID inh: ?
> CCOC(=O)c1c(S(=O)(=O)N2CCCC(C(=O)Nc3ccc(C)cn3)C2)c(C)n(C)c1C (configuration not stated)
  UDG counter: -3.7% | AID inh: -2.4%
> CCN(C(=O)CCc1nc(-c2ccc(C)cc2)no1)c1cccc(Cl)c1
  UDG counter: -15.1% | AID inh: ?

Continued.
SMILES	UDG counter	AID inh
Cn1cc(S(=O)(=O)N2CCCC2)cc1C(=O)Nc1ccc(C(F)(F)F)cc1	-4.4%	4.7%
CCCOc1ccccc1NC(=O)CCc1c(C)c2ccc(OC)cc2oc1=O	0.1%	-8.7%
CCS(=O)(=O)c1ccc(O)c(Nc2cc(C)nc(SC)n2)c1	-10.4%	-25.4%
Cc1ccc2oc(-c3ccc(C)c(NC(=O)c4ccc(N5CCC(C)CC5)c([N+](=O)[O-])c4)c3)nc2c1	-19.3%	7.8%
O=C(CCS(=O)(=O)c1cc(Br)cc2c1N(C(=O)C1CC1)CC2)N1CCN(c2cccc(C(F)(F)F)c2)CC1	-8.6%	7.6%
CCCN(CCC)C(=O)Cn1c(=O)n(-c2ccc(Cl)cc2)c(=O)c2c3c(sc21)CCCCC3	-0.9%	2.1%
O=C(O)c1cc(Cl)cc(Cl)c1I	9.3%	2.6%
Cc1c(C(=O)Nc2ccc(C(C)C)cc2)sc2nc[nH]c(=O)c12	0.0%	11.8%
Cc1cccc(NC(=O)c2ccc3nc(C)c(C)nc3c2)n1	-0.2%	17.2%
CC(C)(C)c1ccc(C2NC(=O)c3n[nH]c(-c4cccs4)c32)cc1 (configuration not stated)	3.2%	-6.6%
COc1ccccc1N1CCN(S(=O)(=O)CCNC(=O)COc2ccc(C(C)C)cc2)CC1	-24.1%	?
Clc1ccc(CNc2ncnc3onc(-c4ccc(Cl)cc4)c23)cc1	-4.9%	-23.9%
O=C(CCc1ncc(-c2c(F)cccc2F)o1)N1CCN(c2ccccc2F)CC1	-12.5%	-19.9%
O=C(NCCc1nc2ccccc2n1CCC1CCCCC1)c1ccco1	-16.9%	-29.8%
CC1CCCN(CC(=O)N(C)CC(=O)Nc2ccc(Cl)c(C(F)(F)F)c2)C1 (configuration not stated)	-1.7%	-10.1%
CCCCCOc1ccc(C(C2C(=O)CC(c3ccccc3)CC2=O)C2C(=O)CC(c3ccccc3)CC2=O)cc1 (configuration not stated)	-4.1%	-26.1%
O=C(Nc1ccc(N2CCC(N3CCCCC3)CC2)c(C(=O)O)c1)c1ccc(Br)cc1	-16.8%	124.9%
COc1ccc(-c2cn3nc(N4CCC(C(=O)N5CCN(C)CC5)CC4)sc3n2)cc1	-1.7%	-5.7%
CCOc1ccc(NC(=O)c2cn(C)c(=O)c3cc(OC)c(OC)cc23)cc1	-1.3%	?
CC(C)Cn1c(CN2CCN(c3cccc(Cl)c3)CC2)nc2c1c(=O)[nH]c(=O)n2C	-4.2%	7.7%
CCOC(=O)c1ccc(Oc2c(C)oc3cc(OCC(=O)c4ccc(OC)cc4)ccc3c2=O)cc1	-10.3%	-0.2%
CN(CCO)C(=O)c1ccc(N)cc1	-1.7%	-3.1%
O=C(NCC(c1cccnc1)N1CCc2ccccc2C1)c1ccc(F)c(F)c1 (configuration not stated)	-2.8%	-13.7%
Cc1nc(-c2ccc(Cl)cc2Cl)sc1C(=O)N1CCC(C(=O)O)CC1	-8.9%	3.2%
COc1ccc(C(=O)CCN(C)C)cc1	14.4%	0.2%
CCCS(=O)(=O)N1CC(=O)N(c2cc(C)ccc2C)C(C)(C(=O)NC2CCCCCC2)C1 (configuration not stated)	1.1%	7.6%
CC(C)CN(CC(=O)NC(C)(C#N)C1CC1)C1CC1 (configuration not stated)	-12.9%	-12.2%
CCOC(=O)c1cnc2ccc(Cl)cc2c1Nc1cc(C)ccc1OC	-4.9%	12.7%
O=C(NC(C(=O)O)c1ccccc1)c1ccco1 (configuration not stated)	-1.8%	1.8%
COc1ccc(NC(=O)Cn2c(=O)n(-c3ccc(CC(=O)NCC4CCCO4)cc3)c(=O)c3ccccc32)c(OC)c1 (configuration not stated)	-5.9%	-1.3%
COc1cc(C(=O)N2CCC(c3nc4ccccc4o3)CC2)cc(OC)c1OC	3.0%[57.5 µM]	-1.4%
CCOc1ccc(CNC(=O)c2ccc(NC(=O)N3CCSc4ncccc43)cc2)cc1OC	7.8%	2.6%
CCC(=O)Nc1ccccc1-c1nc2ccccc2n(CC(=O)c2ccc(Cl)cc2)c1=O	-6.1%[57.5 µM]	2.0%
CCCn1c(=O)c2sccc2n2c(CCCC(=O)Nc3ccc(C)c(F)c3)nnc12	0.0%	133.9%[activator]
O=C(Nc1ccc2oc(-c3ccc4ccccc4c3)nc2c1)c1ccccc1F	-9.4%	25.1%
Cc1cccc(NC(=O)C2(C)Cc3ccccc3C(=O)O2)c1 (configuration not stated)	-2.4%	5.8%
O=C1c2[nH]nc(-c3ccccc3O)c2C(c2ccc(Cl)cc2)N1CCc1ccccc1 (configuration not stated)	-16.8%	7.3%
CC(=O)N1CCN(C(C(=O)O)c2cn(CC(=O)O)c3ccccc23)CC1 (configuration not stated)	2.4%	5.9%
CC(C)CCN1C(=O)c2ccccc2CC1(C)C(=O)NC1CCCCC1 (configuration not stated)	-3.5%	0.9%
Cc1ccccc1OCCCOc1ccc(Cl)cc1/C=N/NC(=O)c1ccccc1	-9.5%	-18.1%
N#C/C(=C\c1ccccc1OCc1ccc2ccccc2c1)c1nc2ccccc2[nH]1	-4.4%	-13.2%
O=C(O)C1CCN(S(=O)(=O)c2cc(Cl)cc(Cl)c2)CC1	-4.5%	-24.4%
Cc1c(-c2nc(-c3ccc4c(c3)[nH]c(=O)n4C)no2)cccc1[N+](=O)[O-]	-0.4%	16.6%
COc1ccc(NC(=O)CCc2nnc3n(C)c(=O)c4sccc4n23)cc1	-3.3%	7.0%
COc1ccc(NC(=O)c2c(N)c(C(=O)c3ccc(C)cc3)n3ccccc23)cc1OC	22.7%	12.8%
CCCOC(=O)c1c(-c2ccccc2)csc1NC(=O)c1ccoc1C	5.1%	3.0%
CCOC(=O)c1sc(Nc2ccc(C(C)=O)cc2)nc1C	-2.9%	-4.2%
O=C(/C=C/c1cccnc1)NCCc1ccc(F)cc1	-6.5%	-8.3%
Cc1cccc(NC(=S)NNC(=O)C(c2ccccc2)c2ccccc2)c1C	-10.4%	-4.3%
CC(C)c1ccc(NC(=O)CN2C(=O)COc3ccc(S(=O)(=O)N4CCCCC4)cc32)cc1	0.6%[57.5 µM]	2.7%
Further entries follow.
SMILES	UDG counter	AID inh
CC(O)CNc1nc2c(c(=O)n(Cc3ccccc3Cl)c(=O)n2C)n1C (configuration not stated)	-4.5%	-8.0%
OCC1CCN(c2ccccc2)C1 (configuration not stated)	-15.0%	-16.0%
CCCCC(=O)NC1(C(F)(F)F)C(=O)Nc2c1c(=O)[nH]c(=O)n2-c1ccc(C)c(C)c1 (configuration not stated)	-5.3%	18.8%
CCOC(=O)C(O)(c1ccc(N(C)C(C)=O)cc1)C(F)(F)F (configuration not stated)	1.6%	5.0%
COCCn1c(-c2cc(Cl)ccc2OC)n[nH]c1=S	-1.6%	-6.2%
CCOC(=O)c1cc(S(=O)(=O)Nc2ccccc2OCC)[nH]n1	5.0%	15.2%
COC(=O)CNC(=O)c1cc(-c2ccncc2)nc2ccccc12	-0.1%	7.7%
Cc1cc(S(=O)(=O)Nc2ccccn2)ccc1Cl	2.0%	0.9%
Cc1ccc(CNc2nc(-c3ccco3)nn2C(=O)c2ccccc2[N+](=O)[O-])cc1	3.0%	26.2%
O=C(NCCc1ccccc1)c1ccc2c(c1)CCN2S(=O)(=O)c1ccccc1	-9.5%	?
Cc1ccc2nc(NC(C)(C)CO)nc(-c3ccccc3)c2c1	-17.5%	-25.4%
Cc1cc(C)c(NC(=O)C2CCN(c3nn4c(=O)cc(C)nc4s3)CC2)c(C)c1	-4.5%	-3.1%
COCCn1c(CCC(=O)Nc2ccc(OC)c(OC)c2)nc2cccnc21	-11.4%[57.5 µM]	54.3%[activator]
Cc1csc2nc(-c3cccc(NC(=O)c4ccccc4F)c3)cn12	-5.4%	?
CCC(C)NC(=O)Cn1c(=O)ccc2cc(S(=O)(=O)N3CCCC3)ccc21 (configuration not stated)	-7.0%	18.5%
Cc1cc(C)c2nc(SCC(=O)NCC(C)C)cc(C)c2c1	-7.7%	5.9%
Cc1cccc(OCCSc2nc3ccc(NC(=O)c4cccs4)cc3s2)c1	?	-20.7%
Cc1ccc(S(=O)(=O)N(CC(=O)NCCc2ccccc2)Cc2c(F)cccc2Cl)cc1	-18.9%	?
CCOC(=O)N1CCN(c2ncc3c(n2)CC(c2ccccc2O)CC3=O)CC1 (configuration not stated)	14.9%	2.2%
CCOc1ccc(NC(=O)Cn2ccn(-c3ccc(F)c(F)c3)c(=O)c2=O)cc1	4.1%[57.5 µM]	2.3%
O=C(CSc1nccn1Cc1ccc(F)cc1)NCc1ccc(F)cc1	-7.0%	-0.8%
CC1CCc2nc3ncn(CC(=O)Nc4cccc(C#N)c4)c(=O)c3cc2C1 (configuration not stated)	-14.1%	7.3%
CN=c1scc(-c2c(-c3ccccc3)n(C)c3ccccc23)n1C	-26.3%	?
Cc1ccc2c(c1)C(C)(C)C1(/C=C/c3ccccc3Cl)NC(=O)CN21 (configuration not stated)	2.3%	-0.9%
CCOC(=O)c1ccc(N2C(=O)c3n[nH]c(-c4ccco4)c3C2c2ccc(O)c(OCC)c2)cc1 (configuration not stated)	-8.9%	-2.5%
CCOC(=O)c1cccc(NC(=O)c2cc(C)nc3c2c(C)nn3-c2ccc(C)cc2)c1	21.9%	22.0%
CCOc1ccc(-c2nonc2NC(=O)c2oc3ccc(Br)cc3c2C)cc1	4.1%[57.5 µM]	-4.1%
Cc1ccc(N2NC3(CCCCC3)NC2=S)cc1C	4.3%	4.8%
CCC1Oc2ccc(C)cc2N(CC(=O)NCCc2ccccc2)C1=O (configuration not stated)	5.0%	6.4%
Cc1cc(NC(=O)C2CCN(S(=O)(=O)c3cccc4nsnc34)CC2)ccc1Br	-6.3%	3.7%
Cc1c(Cl)cccc1NC(=O)C1CCCN(c2ncnc3onc(C)c23)C1 (configuration not stated)	9.6%	1.1%
O=C(Nc1c(NCc2ccccc2)c2ccccc2oc1=O)c1ccc(Br)o1	4.6%	-3.7%
Cc1cc(C)cc(NC(=O)C(=O)NCC(c2ccc3c(c2)OCO3)N2CCOCC2)c1 (configuration not stated)	2.3%[57.5 µM]	11.0%
CC(=O)Nc1cccc(C(=O)OCC(=O)N2CCOCC2)c1	1.1%	6.5%
CC(=O)Nc1ccc(NC(=O)c2cccc(N(C)C)c2)cc1	-5.9%	0.6%
Cc1ccc(NC(=O)CSc2cn(CC(=O)N3CCOCC3)c3ccccc23)cc1Cl	3.6%	2.2%
